# Assay outcomes from PubChem BioAssay.
# ABHD4 inh = ABHD4 (mouse) inhibition, primary FP screen | Q8VD66 | inhibition, % at 8.92 µM | hit rate 0.54% among 370,000 | purified mABHD4, FP-Rh probe fluorescence polarization | AID 720543;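 active = inhibition exceeding the mean over every tested compound plus 3 SD, cut at about 30% in these data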;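 also: 0% = plate median of compound wells and 100% = S159A mutant with DMSO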
#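 System: mouse ABHD4 enzyme, wild type / Medium: HEPES pH 7.0, NaCl, Pluronic buffer / Reagent: FP-Rh activity-based fluorescent probe / Control set: S159A mutant high control, sample median low control / Detection: fluorescence polarization with parallel and perpendicular emission, 525/598 nm / Schedule: 45 min + 60 min at 25 °C / Compound dosing: 8.92 µM, single dose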
# rCAG binder = r(CAG) repeat RNA binding; TO-PRO-1 dye displacement fluorescence; inhibition, % at 3 µM; hit rate 1.3% among 370,000; AID 651821;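 active = inhibition above the plate cutoff, the mean of all test compounds on that plate plus 3 SD, cut at about 35% in these data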;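 also: 0% = DMSO alone and 100% = 100 µM mitoxantrone as full dye displacement; higher means more dye released from RNA so lower well fluorescence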
# Rev-erbA mod = modulators of human Rev-erb alpha DNA binding | hit rate 0.79% among 370,000 | activity, % at 10 µM | Rev-erbα–FITC-DNA binding, fluorescence polarization, 90 min;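 active = activity above about 14%, limit read from the data; passing the limit was not always enough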;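 also: 0% = DMSO wells with 35 nM protein and 100% = DMSO wells with 750 nM protein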
# TCR-CD3 inh = human TCR-CD3 binding inhibition. TAMRA-labeled TCR probe fluorescence, biochemical. inhibition, % at 9.4 µM. hit rate 0.37% among 360,000; in the data active = inhibition above about 19%;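 also: recombinant mutant TCR 2C K166C tagged with TAMRA read by polarization; 0% = receptor in buffer alone and 100% = receptor with positive control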
# HTRA1 inh = HTRA1 (human) protease inhibition; Q92743; recombinant HTRA1, FP-rhodamine activity-based probe, fluorescence polarization; inhibition, % at 5.96 µM; hit rate 0.5% among 340,000; AID 504803; in the data active = inhibition above about 36%;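 also: 0% = enzyme with DMSO and 100% = wells lacking enzyme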
# UHRF1 binding = blocks human UHRF1 binding to methylated DNA; inhibition, % at 4.4 µM; AID 687016; hit rate 0.75% among 370,000; UHRF1 binding to methylated oligo, TR-FRET; Q96T88; in the data active = inhibition above about 21%;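 also: UHRF1 SRA domain binding a hemimethylated CpG hairpin DNA probe; 0% = median of test compound wells and 100% = reference inhibitor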
# MBD2 DNA inh = blocks human MBD2 binding to methylated DNA | hit rate 0.31% among 370,000 | AID 686964 | inhibition, % at 4.4 µM | TR-FRET, MBD2 binding to methylated oligonucleotide; in the data active = inhibition above about 13%
# Target sequence (Q9UBB5 whole entry, looked up): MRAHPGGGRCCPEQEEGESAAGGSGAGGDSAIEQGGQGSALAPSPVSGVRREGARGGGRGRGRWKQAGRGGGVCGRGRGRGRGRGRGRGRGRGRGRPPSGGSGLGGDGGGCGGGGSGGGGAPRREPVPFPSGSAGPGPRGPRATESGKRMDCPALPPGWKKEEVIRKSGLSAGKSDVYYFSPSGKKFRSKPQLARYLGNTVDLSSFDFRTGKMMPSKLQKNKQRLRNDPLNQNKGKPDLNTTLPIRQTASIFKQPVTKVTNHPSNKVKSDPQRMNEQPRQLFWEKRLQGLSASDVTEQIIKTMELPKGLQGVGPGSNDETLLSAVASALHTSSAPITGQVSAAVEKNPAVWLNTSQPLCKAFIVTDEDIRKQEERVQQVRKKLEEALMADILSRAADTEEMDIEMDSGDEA
# PRMT1 inh = PRMT1 (human) inhibition, primary screen | hit rate 1.3% among 370,000 | Q99873 | AID 652257 | inhibition, % at 2.79 µM | recombinant PRMT1, activity-based probe fluorescence polarization;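 active = inhibition above about 21% made by adding two undisclosed values, limit read from the data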
# Target sequence (Q99873 whole entry, looked up): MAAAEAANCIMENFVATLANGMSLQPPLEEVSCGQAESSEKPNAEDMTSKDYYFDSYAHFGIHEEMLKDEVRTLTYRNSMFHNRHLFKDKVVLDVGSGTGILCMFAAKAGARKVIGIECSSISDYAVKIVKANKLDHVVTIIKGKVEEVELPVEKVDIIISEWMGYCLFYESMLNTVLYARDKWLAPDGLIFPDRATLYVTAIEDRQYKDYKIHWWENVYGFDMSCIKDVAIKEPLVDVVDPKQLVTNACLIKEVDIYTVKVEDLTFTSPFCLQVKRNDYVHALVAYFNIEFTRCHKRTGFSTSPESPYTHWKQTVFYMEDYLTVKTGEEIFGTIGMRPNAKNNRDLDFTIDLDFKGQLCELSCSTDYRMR
# LEDGF integ inh = blocks HIV-1 LEDGF/p75-dependent DNA integration; TR-FRET IN-LEDGF/p75 DNA integration, Eu/Cy5; inhibition, % at 3.7 µM; hit rate 0.64% among 370,000; AID 743269;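 active = inhibition above the screen-wide mean plus 3 SD, cut at about 13% in these data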;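 also: signal is the Cy5 over europium emission ratio at 671 and 618 nm; 0% = plate median of compound wells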
# PG9 Ab binder = PG9 antibody binding by small molecule; AID 624416; TR-FRET gp120-PG9 antibody binding; inhibition, % at 6.7 µM; hit rate 0.43% among 360,000; in the data active = inhibition above about 8.5%
# Starred values were filed as active, the others as inactive; . = not tested or not shown. Only part of the results is shown; rates above refer to the full screens.
# Values run as follows: ABHD4 inh, rCAG binder, Rev-erbA mod, TCR-CD3 inh, HTRA1 inh, UHRF1 binding, MBD2 DNA inh, PRMT1 inh, LEDGF integ inh, PG9 Ab binder
> CC(C)(C)c1ccc(S(=O)(=O)N2CCCC2C(=O)N2CCc3ccccc3C2)cc1 (stereo unspecified)
    -2, 2, -7, ., ., 0, -2, -3, 0, .
> O=C(NCc1ccncc1)C1CCCCC1
    -2, -1, 0, 1, 8, -1, 1, -2, 1, -2.0
> CC(C)CNC(=O)C1CCN(c2ccc(S(=O)(=O)N3CCOCC3)cc2[N+](=O)[O-])CC1
    -6, 0, 3, -5, -2, -3, -3, 0, -2, 1.5
> CC1(C)Nc2ccccc2C(=O)N1NC(=O)c1ccccc1
    -4, -3, -4, -1, -14, -2, -1, -8, 5, -0.6
> Cn1c(SCC(=O)N2CCN(c3cccc(Cl)c3)CC2)nnc1-c1ccncc1
    2, -6, 1, 1, 0, 5, 3, -1, 1, 2.2
> O=C(O)/C(=C\c1ccc2ccccc2c1)c1cccc2ccccc12
    -11, 58*, -5, 1, -10, -3, 2, -1, 4, -1.1
> O=C(Cn1nc(C(=O)O)c2ccccc2c1=O)Nc1cccc(S(=O)(=O)N2CCOCC2)c1
    -1, 5, -9, 5, -4, -1, -3, -4, 2, -2.6
> COc1ccc(CN(C2CCCC2)S(=O)(=O)c2cc(Br)ccc2Br)c(OC)c1
    1, 7, 10, -4, ., -1, -1, 2, 0, -0.5
> COC(=O)Cc1c(-c2[nH]c3ccccc3c2CC(=O)OC)[nH]c2ccccc12
    10, 4, -1, 3, 0, -3, 1, 2, -6, -0.8
> CCCN(CC1CC1)S(=O)(=O)c1ccc(-n2cnnn2)c(OC)c1
    -5, -3, -6, -2, -7, -1, -4, -2, 2, -3.1
> CN1C(=O)c2ccc(S(=O)(=O)c3ccc(C(=O)O)cc3)cc2C1=O
    -8, 2, 0, 4, 1, 2, 2, -1, 5, -2.0
> COc1cnc(-c2ccccc2)nc1Oc1ccc(C(C)(C)C)cc1
    -1, 3, 6, -10, 1, -3, 0, 2, -1, 1.4
> Cc1ccc(Nc2nc(N)c([N+](=O)[O-])c(N3CCOCC3)n2)cc1C
    -4, 2, 1, 0, -18, -4, 3, -4, 2, -0.1
> O=C(COC(=O)/C=C/C(=O)OCC(=O)Nc1ccccc1F)Nc1ccccc1F
    6, 2, 3, 7, -1, 0, -7, -1, 2, -0.1
> Cn1c2cc(Br)sc2c2cnn(Cc3c(F)cccc3Cl)c(=O)c21
    0, 3, -5, -7, -7, 19, 5, -1, -6, -1.1

# Full records as entered above. Values in the order: ABHD4 inh	rCAG binder	Rev-erbA mod	TCR-CD3 inh	HTRA1 inh	UHRF1 binding	MBD2 DNA inh	PRMT1 inh	LEDGF integ inh	PG9 Ab binder
# CN1C(=O)c2ccc(S(=O)(=O)c3ccc(C(=O)O)cc3)cc2C1=O is listed as -8	2	0	4	1	2	2	-1	5	-2.0
# Cn1c2cc(Br)sc2c2cnn(Cc3c(F)cccc3Cl)c(=O)c21 is listed as 0	3	-5	-7	-7	19	5	-1	-6	-1.1

# Other records:
# Values run as follows: ABHD4 inh, rCAG binder, Rev-erbA mod, TCR-CD3 inh, HTRA1 inh, UHRF1 binding, MBD2 DNA inh, PRMT1 inh, LEDGF integ inh, PG9 Ab binder
> CCOC(=O)c1c(-c2ccc(OC)cc2)cn2ccccc12
    4, -1, 1, -9, -11, 2, 4, 5, -3, -1.3
> COc1ccccc1CNC(=O)Nc1nc(C(N)Cc2ccc(Cl)cc2)cs1 (stereo unspecified)
    3, 15, -1, -7, ., 1, 3, 0, 1, -0.3
> CCOC(=O)C1=C(C)N(C)C(=S)NC1c1cc(OC)ccc1OC (stereo unspecified)
    2, -5, 4, 6, 5, -4, -1, 0, -1, -0.8
> O=C(O)c1ccc(-n2[nH]c3c(c2=O)CCCC3)cc1
    -2, 1, -2, 2, -2, 3, 3, 0, 2, 0.1
> CCOC(=O)C1CCN(S(=O)(=O)c2cc(Br)cc3c2N(C(C)=O)C(C)C3)CC1 (stereo unspecified)
    -11, -3, -2, -2, 1, 2, -4, -2, 1, -0.5
> CC(C)(C)c1ccc(C(=O)OCC(=O)NC2CC2)cc1
    -4, -4, -3, 4, -2, 0, 4, -3, 1, -0.8
> O=c1[nH]c2ccc(NC(=S)Nc3ccc(F)cc3)cc2[nH]1
    5, -1, -1, 2, 7, -1, -1, 1, 2, -1.3
> CCCS(=O)(=O)c1c(S(=O)(=O)CCC)c2cnccn2c1C(=O)c1ccc(OC)cc1
    -11, 3, 5, 6, 6, -3, -4, 0, 6, -2.0
> COc1c(OC2OC(C(=O)O)C(O)C(O)C2O)cc(O)c2c(=O)cc(-c3ccccc3)oc12 (stereo unspecified)
    15, 11, -1, -3, 1, -3, -1, 10, 0, -1.3
> Cc1csc(C(=O)O)c1-n1cccc1
    7, 0, 1, -2, 5, 4, 7, 4, -1, -0.6
> COc1ccc2c(C)cc(=O)sc2c1
    4, 0, 4, 14, -4, -8, 2, 0, 3, 2.2
> CCOc1ccc(-c2cc(CCCC(=O)N3CCN(c4ccc(OC)cc4)CC3)no2)cc1
    3, 3, 2, -1, 0, 4, 0, 1, -4, -0.1
> CCc1ccc2c(c1)NC(=O)C2(C)Cc1ccccc1C#N (stereo unspecified)
    -19, 1, 2, -1, ., 3, 8, 8, 4, 0.7
> C=CCn1c(SCC(=O)Nc2ncc(Cc3cc(C(F)(F)F)ccc3Cl)s2)nnc1-c1ccncc1
    3, 1, -11, 7, -7, 2, -2, -1, 1, 0.0
> C=COCCNC(=S)Nc1cccc(Cl)c1
    1, 5, 0, 2, -5, 2, 3, 3, -11, -2.3
> S=c1[nH]nc(COc2ccccc2)n1/N=C/c1ccc(Cl)c(Cl)c1
    -3, 7, 1, 3, -17, -1, -5, 1, 4, 0.7
> CCc1ccc(NC(=O)CCc2c(C)nn(-c3ccc(N4CCOCC4)nn3)c2C)cc1
    -2, -4, -1, 5, 0, -1, 0, 0, -1, -1.1
> Cc1cc(C)n2nc(C(=O)OCC(=O)c3c[nH]c4ccccc34)nc2n1
    -3, 7, 1, -1, 0, -1, -1, -3, 2, -2.9
> Cc1ccc(-n2c(-c3nn(C)cc3Cl)n[nH]c2=S)cc1
    0, 0, -3, 4, 2, 21*, 3, 0, 1, 1.3
> C[C@H]1CCC(=O)N([C@H](CSc2ccc(Br)cc2)Cc2ccccc2)CC1
    2, 1, -3, -3, -9, -2, 2, 0, -1, -0.8
> CC(=O)Nc1nc(-c2ccc3c(c2)OCO3)cs1
    -2, 3, -1, -1, -6, 1, 2, -1, 4, 0.5
> CCCC(=O)N1CCN(c2ccc(NC(=O)c3ccc([N+](=O)[O-])o3)cc2Cl)CC1
    -2, -1, -4, -5, 8, 5, 4, 5, -6, 0.5
> Cc1c(Cl)c([N+](=O)[O-])nn1CC(=O)NCc1cccs1
    0, 0, -1, 0, 1, -3, 3, -4, 5, 1.0
> CC1CCN(C(=O)C2Cc3ccccc3CN2S(=O)(=O)c2ccc(F)cc2)CC1 (stereo unspecified)
    -3, -3, -2, 7, -2, 3, -4, -4, -1, -0.7
> O=C(Oc1c(CN2CCOCC2)cc(Cl)c2cccnc12)c1ccccc1
    7, -2, 2, 0, 37*, -4, -6, -1, -7, -2.5
> O=C(NC1CCCC1)c1ccc(CSCc2ccccc2F)o1
    -8, -2, 2, 2, -8, 2, 2, 1, 4, -1.7
> CN(CC(=O)Nc1ccc(F)cc1)C(=O)c1ccc2ccccc2n1
    -7, -3, 1, -14, 2, 5, 9, 9, 1, 0.6
> COc1ccc(OC)c2c1nc1n2CCS1
    8, -2, -1, -3, 2, 1, 3, 4, -1, 0.3
> Cc1ccc(CNCCCn2cnc(C(=O)Nc3ccc(C)c(C)c3)n2)o1
    0, -2, 9, 0, -1, -3, 3, 0, 10, 0.2
> O=C(NC1CCN(Cc2ccccc2)CC1)C12CC3CC(CC(C3)C1)C2
    -14, -2, -2, -6, -6, 3, -2, -2, 8, -0.8

# An excerpt from above in order of SMILES length, highest first.
# Values run as follows: ABHD4 inh, rCAG binder, Rev-erbA mod, TCR-CD3 inh, HTRA1 inh, UHRF1 binding, MBD2 DNA inh, PRMT1 inh, LEDGF integ inh, PG9 Ab binder
> C[C@H]1CCC(=O)N([C@H](CSc2ccc(Br)cc2)Cc2ccccc2)CC1
    2, 1, -3, -3, -9, -2, 2, 0, -1, -0.8
> S=c1[nH]nc(COc2ccccc2)n1/N=C/c1ccc(Cl)c(Cl)c1
    -3, 7, 1, 3, -17, -1, -5, 1, 4, 0.7
> Cc1ccc(CNCCCn2cnc(C(=O)Nc3ccc(C)c(C)c3)n2)o1
    0, -2, 9, 0, -1, -3, 3, 0, 10, 0.2
> O=C(NC1CCCC1)c1ccc(CSCc2ccccc2F)o1
    -8, -2, 2, 2, -8, 2, 2, 1, 4, -1.7
> CC(=O)Nc1nc(-c2ccc3c(c2)OCO3)cs1
    -2, 3, -1, -1, -6, 1, 2, -1, 4, 0.5

# Other records:
# Values run as follows: ABHD4 inh, rCAG binder, Rev-erbA mod, TCR-CD3 inh, HTRA1 inh, UHRF1 binding, MBD2 DNA inh, PRMT1 inh, LEDGF integ inh, PG9 Ab binder
> COc1ccc(S(=O)(=O)N2CCC(C(=O)Nc3c(F)cccc3F)CC2)cc1
    1, 1, -2, 2, -2, 17, -4, -2, 3, -0.2
> CC(C)(C)OC(=O)N(Cc1ccccc1)Cc1ccccc1OCc1cccc(NC(=O)C2CCC2)c1
    -12, 9, 5, 3, -48, 0, 1, 1, -3, -0.2
> COc1ccnc(C(=O)N2CCC(Oc3cccnc3)CC2)c1
    3, 3, -2, ., ., -1, -6, 2, 0, .
> O=C(Nc1ccccc1Cl)c1ccc(C(=O)Nc2ccccc2Cl)cc1
    -3, 1, 3, 7, 4, 0, -5, -2, 3, 1.1
> CCOc1ccccc1NC(=O)c1c(NC(=O)CCC(=O)O)sc2c1CCCCC2
    2, 27, -6, 1, 3, -3, 4, 25*, 3, -0.4
> Fc1cc(F)c2nc(N3CCCCC3)sc2c1
    1, 0, 1, 3, 5, -1, 1, 0, 0, -2.5
> Cc1cc(C)nc(NC(=O)c2c(Cl)cccc2Cl)n1
    5, 3, -2, -7, 9, 0, 3, -3, -1, 0.4
> CN(C(=O)CC1C(=O)NCCN1Cc1cccc(F)c1F)C1CC(C)(C)NC(C)(C)C1 (stereo unspecified)
    -9, -3, -2, -3, -1, 5, 3, 4, -5, -1.6
> Cn1c(-c2sccc2OCc2ccc(Cl)cc2Cl)n[nH]c1=S
    -8, 9, -2, -5, -7, -2, 0, 0, 0, -0.7
> CC(=O)c1cccc(-n2nnnc2SCC(=O)Nc2ccccc2N2CCCCC2)c1
    -25, 6, 0, -5, -4, 1, -3, -2, 6, 0.3
> Cc1c([N+](=O)[O-])cc(S(=O)(=O)Nc2ccc(-c3ccc(N4CCCC4)nn3)cc2)cc1[N+](=O)[O-]
    15, 56*, -3, 4, -4, 1, -3, 0, -2, -2.3

# Shown as a hit in UHRF1 binding (from the list above):
SMILES | ABHD4 inh | Rev-erbA mod | TCR-CD3 inh | HTRA1 inh | UHRF1 binding | MBD2 DNA inh | PRMT1 inh | LEDGF integ inh | PG9 Ab binder
Cc1ccc(-n2c(-c3nn(C)cc3Cl)n[nH]c2=S)cc1 | 0 | -3 | 4 | 2 | 21* | 3 | 0 | 1 | 1.3
